# High-throughput results: PubChem BioAssay, Sanford-Burnham Center for Chemical Genomics
# EBI2 block: EBI2 receptor antagonists, beta-arrestin recruitment, primary screen, cell-based, luminescence, 7a,25-OHC stimulation, uHTS; 7a,25-OHC stimulated; inhibition, % at 5 µM; 0.81% of 360,000 active; in the data active means inhibition above about 38%;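 further: enzyme fragment complementation signal reports receptor beta-arrestin coupling in cells; 0% = agonist plus DMSO wells and 100% = wells without agonist; some results beyond the cut were filed as inactive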
# Target sequence (P32249 whole entry, looked up, the tested form may be a part): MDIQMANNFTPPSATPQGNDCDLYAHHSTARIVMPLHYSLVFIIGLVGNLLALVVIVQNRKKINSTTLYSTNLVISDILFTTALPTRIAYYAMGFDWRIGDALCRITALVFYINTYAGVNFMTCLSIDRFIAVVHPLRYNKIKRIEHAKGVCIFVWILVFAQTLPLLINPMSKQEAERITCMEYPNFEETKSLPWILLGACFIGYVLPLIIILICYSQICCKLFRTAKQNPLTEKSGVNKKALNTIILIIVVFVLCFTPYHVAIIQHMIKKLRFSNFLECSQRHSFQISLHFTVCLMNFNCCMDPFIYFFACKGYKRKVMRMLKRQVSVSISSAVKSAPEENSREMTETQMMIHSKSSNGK
# Starred values were filed as active, the others as inactive. This is a subset (hit frequency here may not be typical).
EBI2 block,molecule
18,CC1C(=O)N(Cc2cn(Cc3ccco3)nn2)CCS(=O)(=O)N1Cc1ccc(-c2ccccc2)cc1 (stereo unspecified)
-6,Cc1ccc(CNC(=O)C2CCC(=O)N(Cc3cccc(F)c3)C2)s1 (stereo unspecified)
21,FC(F)(F)c1ccccc1Cc1c(C2CCCCC2)nc2c3ccccc3ccn12
0,COc1ccc(C(=O)N(C)[C@H]2C[C@H]3c4[nH]c5ccccc5c4CCN3C(=O)[C@H]2CO)cc1
7,COc1ccccc1-n1c(SCC(=O)Nc2ccc(Cl)cc2)nc(O)c(Cc2ccccc2)c1=O
-5,Cc1ccc(S(=O)(=O)NC(=O)C2(C)CCN2C(=O)CC2CCCC2)nc1 (stereo unspecified)
3,O=C1Nc2ccccc2Cc2ccccc21
-1,CCCc1ccc(C(O)c2ncc(-c3ccccc3C)[nH]2)cc1 (stereo unspecified)
11,COc1ccc(-c2cc(C(=O)Nc3ccc(OC)c(OC)c3)[nH]n2)c(C)c1
-5,COC(=O)[C@@]12C[C@@H](CC(=O)N3CCCC3)C(=O)N(Cc3ccco3)C1=CCC(C)(C)C2
7,CCCOc1ccc(F)cc1-c1cc(C(=O)NCc2cccc(Cl)c2)[nH]n1
19,Cc1ccc(OCCN2CCC2(C)C(=O)NCc2cccc3ccccc23)cc1 (stereo unspecified)
-17,COc1ccc(C(=O)N/C(=C\c2ccc(-c3cccc([N+](=O)[O-])c3)o2)C(=O)NCCCN2CCOCC2)cc1
60*,COc1ccc(/C=C/CN2CCC(C(=O)NC(c3ccc(F)cc3)c3ccc4ccccc4n3)CC2)cc1 (stereo unspecified)
3,CC1(C(=O)Nc2cccnc2)Cc2c(-c3cccc(C(F)(F)F)c3)ccnc2O1 (stereo unspecified)
8,COc1ccc(/C=C/C(=O)OCC(=O)c2cc(C)ccc2C)cc1
-3,CCN(CC)CCNc1c(C)cc(CO)c(Cl)c1C
9,CC(=O)Nc1cc(-c2ccsc2)cn2c(-c3ccc(F)cc3)cnc12
-1,CC1(C(=O)NS(=O)(=O)c2cccc(OC(F)F)c2)CCN1C(=O)CC(c1ccccc1)c1ccccc1 (stereo unspecified)
0,CC1=C(C(=O)N(C)C)CC(CC(=O)NCC2CCCCC2)C(=O)N1CCC1=CCCCC1 (stereo unspecified)
3,CC(=O)Nc1cccc(-c2ccnc3c2CC(C)(C(=O)Nc2cccc(C(F)(F)F)c2)O3)c1 (stereo unspecified)
3,O=C(CCN1N=C(c2ccccc2)CCC1=O)NC1CCCCC1
-6,COc1cccc(C(O)c2ncc(-c3ccccc3OC)[nH]2)c1 (stereo unspecified)
44*,OC[C@@H]1CN(Cc2ccc(Cl)cc2)C[C@H](n2cnc3c(NC4CCC4)ncnc32)O1
-8,COCCNc1ncnc2c1ncn2[C@H]1CN(Cc2ccco2)C[C@@H](CO)O1
0,CCOC(=O)[C@]12CCC=C1N(CCC1=CCCCC1)C(=O)[C@H](CC(=O)NCc1ccc(OC)c(OC)c1)C2
-1,Cn1cc(CN2CCC(n3nccc3NC(=O)c3ccc4c(c3)OCO4)CC2)cn1
-10,COc1ccccc1C(=O)NC1CC2CCCC(C1)N2Cc1ccccc1 (stereo unspecified)
11,O=C(CSc1nnc(COc2ccc(Cl)cc2)o1)N(c1ccccc1)C1CCS(=O)(=O)C1 (stereo unspecified)
-6,CCc1nc2ccc(C(=O)N3CCN(C(=O)c4ccco4)CC3)cn2c1N(C)CCC(C)C
-5,CCCCC(=O)N(C)c1c(C)nc2ccc(C(=O)N3CCN(S(=O)(=O)CC)CC3)cn12
12,C[C@H]1CN(CCc2ccccc2)C(=O)[C@@H]1CC(=O)Nc1ccccc1
-9,CC1(C(=O)NS(=O)(=O)c2cccc(Cl)c2)CCN1C(=O)C/C=C/c1ccccc1 (stereo unspecified)
10,CC(O)(c1cccc(F)c1)c1nc(-c2ccc3c(c2)OCO3)cs1 (stereo unspecified)
-14,O=C1NC[C@H](CCCCN2C[C@H](Cc3ccccc3)N(Cc3ccccc3)C(=O)C2=O)N(CCc2ccccc2)C1=O
24,CCOC(=O)C1=CCN(S(=O)(=O)c2cccc(Cl)c2)C1c1ccc(Br)cc1 (stereo unspecified)

# Taken from above.
# In EBI2 block, CC1=C(C(=O)N(C)C)CC(CC(=O)NCC2CCCCC2)C(=O)N1CCC1=CCCCC1 (stereo unspecified) is entered as 0
# In EBI2 block, COC(=O)[C@@]12C[C@@H](CC(=O)N3CCCC3)C(=O)N(Cc3ccco3)C1=CCC(C)(C)C2 is entered as -5
# In EBI2 block, COCCNc1ncnc2c1ncn2[C@H]1CN(Cc2ccco2)C[C@@H](CO)O1 is entered as -8
# In EBI2 block, CCN(CC)CCNc1c(C)cc(CO)c(Cl)c1C is entered as -3

# The listing picks up, repeating the 6 entries before the break.
EBI2 block,molecule
-5,CCCCC(=O)N(C)c1c(C)nc2ccc(C(=O)N3CCN(S(=O)(=O)CC)CC3)cn12
12,C[C@H]1CN(CCc2ccccc2)C(=O)[C@@H]1CC(=O)Nc1ccccc1
-9,CC1(C(=O)NS(=O)(=O)c2cccc(Cl)c2)CCN1C(=O)C/C=C/c1ccccc1 (stereo unspecified)
10,CC(O)(c1cccc(F)c1)c1nc(-c2ccc3c(c2)OCO3)cs1 (stereo unspecified)
-14,O=C1NC[C@H](CCCCN2C[C@H](Cc3ccccc3)N(Cc3ccccc3)C(=O)C2=O)N(CCc2ccccc2)C1=O
24,CCOC(=O)C1=CCN(S(=O)(=O)c2cccc(Cl)c2)C1c1ccc(Br)cc1 (stereo unspecified)
-7,C[C@H](CO)N1C[C@H](C)[C@@H](CN(C)C(=O)Nc2ccccc2F)Oc2ncc(Br)cc2C1=O
-12,CC(=O)Nc1ccc(CN(C)c2c(C)nc3ccc(C(=O)NCCCn4ccnc4)cn23)cc1
-5,COc1ccc(CCNC(=O)c2c(O)c3cc(OC)c(OC)cc3[nH]c2=O)cc1OC
1,CCOC(=O)C1=C(C)OC(=Cc2ccccc2)C1=O
5,CC(=O)NCCNc1nc2cc(-c3cccc(Cl)c3)sc2c(=O)n1C
5,CCOC(=O)c1ccc(NC(=O)Nc2nc3ccccc3s2)cc1
-3,CC1=C(C(=O)N(C(C)C)C(C)C)CC(CC(=O)NCCc2ccccn2)C(=O)N1Cc1ccccc1 (stereo unspecified)
-1,N#CCCSC(=S)C1CCCC1=N (stereo unspecified)
-5,CC(=O)N(C(C)=O)c1ccc(Oc2ccc(Oc3ccc(N(C(C)=O)C(C)=O)cc3)cc2)cc1
-4,COc1ccccc1N1CCN(S(=O)(=O)CCNC(=O)CC2CCCC2)CC1
-2,CC1(C)CC(=O)C(C(c2ccc3c(c2)OCO3)C2C(=O)CC(C)(C)CC2=O)C(=O)C1
-4,CC(N)c1csc(Nc2ccc(C(=O)c3ccccc3)cc2)n1 (stereo unspecified)
-1,Cc1ccc(C(O)c2ncc(-c3ccc(F)cc3)[nH]2)cc1F (stereo unspecified)
0,Cc1ccc(S(=O)(=O)N2C[C@]3(O)C[C@@H]4C(=O)N(c5ccccc5)C(=O)[C@@H]4C[C@]3(OC(=O)NCc3ccccc3)C2)cc1
2,Cc1cc(C(=O)N2CCC2(C)C(=O)Nc2cccc3c2CCCC3)nn1C (stereo unspecified)
-2,C[C@@H]1CN([C@H](C)CO)C(=O)c2cc(Br)cnc2O[C@H]1CN(C)C(=O)Cc1ccccc1
12,COc1ccc(Cl)cc1-c1cc(C(=O)NCc2ccc(F)cc2)[nH]n1
-9,COCCCN1C(=O)C(CC(=O)NC2CCCC2)CC(C(=O)N2CCOCC2)=C1C (stereo unspecified)
-1,Cc1cc(C)cc(Cn2cc(CN3CC(N4CCSCC4)CS3(=O)=O)nn2)c1 (stereo unspecified)
-5,CCOC(=O)C1(C)CCCN(C(=O)c2cccc(Cl)c2)C1 (stereo unspecified)
-2,C[C@H](CO)N1C[C@H](C)[C@H](CN(C)C(=O)Cc2ccccc2)OCc2cnnn2CCCC1=O
-7,CN(Cc1ccccc1)C(=O)[C@@H]1CCCN1C(=O)[C@@H]1CCCN1C(=O)c1cccc(Cl)c1
-4,O=C(O)Cn1nncc1-c1ccc(C(F)(F)F)cc1
2,O=S1(=O)CC(N2CCCC2)CN1Cc1cn(Cc2cccc(C(F)(F)F)c2)nn1 (stereo unspecified)
10,COc1cc(C)ccc1S(=O)(=O)NC(=O)Cn1nnc(COc2ccc3c(c2)CCCC3)c1C
-1,CCN(CC)c1ncnc2c1ncn2[C@H]1CN(Cc2ccncc2)C[C@@H](CO)O1
5,CC(=O)Oc1ccc(Cn2c(C)c(C(=O)NCc3ccccc3C(F)(F)F)sc2=O)cc1
-5,COc1ccc(OC)c(-c2cc(C(=O)O)c3cc4ccccc4cc3n2)c1
-5,O=C(Nc1ccc2c(c1)OCO2)C1Cc2c(-c3cccnc3)ccnc2O1 (stereo unspecified)
-4,COc1ccc(C(O)c2ncc(-c3ccccc3C)[nH]2)cc1 (stereo unspecified)
-23,CC(C)(C)OC(=O)C1=CC[C@@H](c2ccc(Cl)c(Cl)c2)N(S(=O)(=O)c2ccc(F)cc2)[C@H]1c1cccc(F)c1
-5,COCCN1C(=O)c2ccccc2C1c1nnnn1-c1ccc2c(c1)OCCO2 (stereo unspecified)
28,Oc1ccc(C[C@H]2CN([C@@H](Cc3cccc(O)c3)CN3CCC[C@@H]3CN3C(=S)NC[C@@H]3Cc3ccccc3)C(=S)N2CC2CCCCC2)cc1
50*,CCOC(=O)c1ccc(-n2cnc(-c3ccc([N+](=O)[O-])cc3)c2)cc1
24,FC(F)(F)c1ccccc1Cc1c(-c2ccc(Cl)cc2)nc2c3ccccc3ccn12
1,CCOC(=O)c1ccc(S(=O)(=O)N2CCC(C(=O)NCC3COc4ccccc4O3)CC2)cc1 (stereo unspecified)
4,COCCCN1C(=O)C(CC(=O)NC2CCCCC2)CC(C(=O)N(C(C)C)C(C)C)=C1C (stereo unspecified)
-1,COc1ccc(NC(=O)C[C@H]2C(=O)N(c3ccccc3)C[C@@H]2CSC)cc1
-8,CC(C)(C)n1nnnc1C(c1ccccc1)N1CCN(C(=O)C2CCCO2)CC1 (stereo unspecified)
-29,S=c1[nH]nc(NC2CCCCC2)s1
-9,C[C@@H]1CN([C@H](C)CO)C(=O)CCCn2cc(nn2)CO[C@H]1CN(C)C(=O)Nc1ccnc(N2CCOCC2)c1
0,COCOc1ccc(-c2ncc(OCCN3CCCC3=O)nc2NC(=O)c2cc3ccccc3s2)cc1
2,Cc1ccc(Cl)cc1-c1cc(C(=O)N2CCN(c3ccncc3)CC2)[nH]n1
1,Cc1cccc(C(=O)N2CCC(=O)N([C@H](COCc3ccccc3)Cc3ccccc3)CC2)c1
21,CC(C)CCNC(=O)C1(C)CCN1Cc1ccc2ccccc2c1 (stereo unspecified)
2,COc1cccc(-c2nnn(CC(=O)N(C3CCCCC3)C3CCS(=O)(=O)C3)n2)c1 (stereo unspecified)
5,CCC(CC)C(=O)N(C)c1c(C)nc2c(OCc3ccccc3OC)cccn12
8,CN(C)c1ccc(C=C2SC(=S)N(Cc3ccco3)C2=O)cc1
-1,CC1(C(=O)Nc2ccc3c(c2)OCO3)Cc2c(-c3cccc(C(F)(F)F)c3)ccnc2O1 (stereo unspecified)
-7,O=C(NCC[C@H]1CC[C@@H](NC(=O)C2CCOCC2)[C@@H](CO)O1)Nc1ccc(Cl)cc1
13,CCCCn1nnnc1C(c1ccccc1)N1CCN(Cc2c(F)cccc2Cl)CC1 (stereo unspecified)
-3,CNC(=O)C[C@H]1C(=O)N(Cc2ccccc2)C[C@@H]1Cc1ccccc1
-2,C=CCCC(=O)N1C[C@@H](CO)[C@@H](NC)C[C@H]1c1ccccc1Br
17,CC1=C(C(=O)N(C(C)C)C(C)C)CC(CC(=O)NCCCCc2ccccc2)C(=O)N1Cc1ccc(C(C)(C)C)cc1 (stereo unspecified)
0,O=C(COC(=O)C1=COCCO1)NCc1ccc(Cl)cc1Cl
12,COc1ccccc1-c1ccc2c(c1)C(C)(Cc1ccc(Cl)c(Cl)c1)C(=O)N2 (stereo unspecified)
5,CC1CCCC(NC(=O)COC(=O)c2ccccc2C(=O)N(C)C2CCCCC2)C1C (stereo unspecified)
5,CC(=O)Nc1ccc(-c2ccnc3c2CC(C)(C(=O)NCc2ccc(F)c(F)c2)O3)cc1 (stereo unspecified)
-10,C[C@H](NC(=O)C[C@@H]1C=C[C@@H](NC(=O)CN2CCOCC2)[C@@H](CO)O1)c1ccccc1
-1,C[C@@H](NC(=O)[C@@H]1CCCN1C(=O)[C@@H]1CCCN1C(=O)OC(C)(C)C)c1ccccc1

# Other entries:
EBI2 block,molecule
-4,Cc1cccc(NC(=O)CCc2ccc(N3C(N)=NC(N)=NC3(C)C)cc2)c1
-8,NC(=O)C1CCN(C(=O)c2ccc(Cl)c(NC(=O)c3cccs3)c2)CC1
-3,COC(=O)[C@H](Cc1ccccc1)NC(=O)CC[C@H]1O[C@@H](n2ccc(=O)[nH]c2=O)[C@H](O)[C@@H]1O
3,COCOCCn1cc(CN2CCS(=O)(=O)N(Cc3ccc(-c4ccc(OC)cc4)cc3)C(C)C2=O)nn1 (stereo unspecified)
14,C#CCN(C[C@@H]1[C@@H](OC(=O)NCc2ccccc2F)[C@@H](OC(=O)NCc2ccccc2F)Cn2c(=O)n(CCCCCC)c(=O)n21)S(=O)(=O)c1ccc(C)cc1
3,O=C(O)c1nc(-c2ccccc2)c(C(=O)NC2CC2)[nH]1
-7,O=C1NC(=O)C2(N1)C(=O)c1cccc3cccc2c13 (stereo unspecified)
1,C[C@@H]1CN([C@H](C)CO)C(=O)CCCn2nncc2CO[C@H]1CN(C)Cc1cccnc1
-6,Cc1cccc(C)c1N1C(=O)c2ccccc2NC(=O)C1C(=O)Nc1ccc(N2CCOCC2)cc1 (stereo unspecified)
-8,O=C(N=C1SC2CS(=O)(=O)CC2N1Cc1ccccc1)C1CC1 (stereo unspecified)
-4,COc1ccc(/C(O)=C2/C(=O)C(=O)N(CCCN3CCOCC3)C2c2ccc(Cl)cc2)cc1 (stereo unspecified)

# Among those listed so far, these contain a nitro group on carbon:
EBI2 block,molecule
-17,COc1ccc(C(=O)N/C(=C\c2ccc(-c3cccc([N+](=O)[O-])c3)o2)C(=O)NCCCN2CCOCC2)cc1
50*,CCOC(=O)c1ccc(-n2cnc(-c3ccc([N+](=O)[O-])cc3)c2)cc1
